Myeloid diff MLP – promotes myeloid progenitor differentiation; ER-HoxA9 myeloid progenitors, lysozyme-GFP differentiation, flow cytometry; calls only at 10 µM; 360,000 tested, 1% active; AID 624256;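 active = normalized GFP-positive differentiation at or above the plate's own cutoff, the solvent-only control mean plus 3 SD; inconclusive = no clear call, values can overlap the other calls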;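 note: cells exposed to compound for four days before flow analysis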
Myeloid diff MLP GFP+ MAC1+ % – recorded beside Myeloid diff MLP, whose call it bears; GFP+ MAC1+ double positive, %; measured here: differentiation confirmed by MAC1 staining
The depositor's hits bear a star; i = inactive; ? = inconclusive; . = not tested or not shown. These rows are one share of the data, so the mix of outcomes need not match the whole.

molecule	Myeloid diff MLP	Myeloid diff MLP GFP+ MAC1+ %
N#CC1(Nc2ccc([N+](=O)[O-])cc2)CCCC1	i	0.4
O=C(CN1CCCC1c1ccc2c(c1)OCCO2)NC(=O)Nc1ccccc1F (stereo not given)	i	1.1
CCOC(=O)C1=CCC(c2cc3ccc(OC)cc3n2C(=O)OC(C)(C)C)NC1 (stereo not given)	i	3.9
Cc1cc(C)n(-c2nc(SCCN3CCOCC3)c3c4c(sc3n2)CCCC4)n1	i	0.1
CN(CCOc1ccc(Cl)cc1)C(=O)c1cccc(S(=O)(=O)N2CCN(c3ccc(F)cc3)CC2)c1	?	.
NC(=O)c1ncn([C@@H]2O[C@H](CNCc3cccn3-c3ccncc3)[C@@H](O)[C@H]2O)n1	i	0.6
O=C(/C=C/[C@H]1O[C@@H](n2ccc(=O)[nH]c2=O)[C@H](O)[C@@H]1O)NCCc1cccs1	i	0.9
COc1ccc(NC(=O)CSc2nnc3n2CCCCC3)cc1S(=O)(=O)N(C)C	i	2.8
COc1ccccc1-c1cc(NC=O)c2ncc(-c3ccc(S(C)(=O)=O)cc3)n2c1	i	0.0
CCOC(=O)C1=CN(Cc2ccco2)S(=O)(=O)NC1c1cccc(OC)c1 (stereo not given)	i	0.2
COc1ccc(-c2c(C)cc3oc(=O)cc(-c4ccccc4)c3c2C)cc1C=O	i	0.5
COc1ccc(Cl)cc1Cn1c(C)c(C(=O)NCc2ccc3c(c2)OCCO3)sc1=O	i	1.8
O=C(Oc1ccc[nH]c1=O)c1ccc(F)cc1	i	1.1
Cc1ccc(S(=O)(=O)N2CCN(C(=O)c3ccc(-n4cncn4)c([N+](=O)[O-])c3)CC2)c(C)c1	i	1.7
C[C@@H]1COC(=O)[C@H](NC(=O)OCC2c3ccccc3-c3ccccc32)C/C=C\C[C@@H](CC(=O)N[C@@H](CO)Cc2ccccc2)C(=O)N1	i	1.9
O=C(O)c1cc(=S)nc[nH]1	i	1.1
Cc1ccc2nc(-c3ccc(NC(=S)NCC(C)(C)CN(C)C)cc3)sc2c1	?	.
Cc1ccc(Cc2c(-c3ccc(Br)cc3)nc3cc(C)ccn23)cc1	i	0.3
CC1(C(=O)NS(=O)(=O)c2ccccc2)CCN1C(=O)C1CCCCC1 (stereo not given)	i	1.3
O=C(O)c1cc(S(=O)(=O)NCC2COc3ccccc3O2)ccc1Cl (stereo not given)	i	1.5
O=C(NCc1ccccc1)c1cccc2c1C(=O)c1ccc(/C=C/c3ccccc3)cc1S2(=O)=O	i	1.3
Cc1noc(C)c1-c1ccc(C(=O)NCC2CC2)c2occc12	i	0.1
CC(C)N(C(=O)[C@H]1CC(CC(=O)NCC23CC4CC(CC(C4)C2)C3)C(=O)N2CCc3c([nH]c4ccccc34)[C@]12C)C(C)C (stereo not given in full)	i	0.9
COc1cccc(NC(=O)CN(C)CC(=O)Nc2ccc(C)c(S(=O)(=O)N3CCOCC3)c2)c1	i	1.0
COc1ccc(C2NC(=O)NC(C)=C2C(=O)OC2CCCCC2)cc1 (stereo not given)	i	0.5
Cc1cccc(C)c1-n1nnnc1C1(C)CCC(=O)N1CCOc1ccccc1 (stereo not given)	i	0.9
CC1CCCN(C(=O)COC(=O)C2=COCCO2)C1 (stereo not given)	i	0.3
COc1cc2c(cc1[N+](=O)[O-])-c1ccc([N+](=O)[O-])cc1C2=NNC(N)=S	i	3.2
CCCCn1cnc2c(SCc3cccc(F)c3)nc(N)nc21	i	0.6
Nc1cnccc1Oc1cccc(C(F)(F)F)c1	i	0.8
Cc1ccc(NC(=O)CN2C(=O)NC3(CCCc4ccccc43)C2=O)c(Cl)c1 (stereo not given)	i	0.7
CN(C(=O)c1cccc(NC(=O)Cc2ccc(NC(=O)C3CCN(C(=O)CCc4ccccc4)CC3)cc2)c1)C1CC1	i	0.9
CCC(C)c1ccc(NC(=O)COC(=O)C2CCCC2)cc1 (stereo not given)	i	1.4
O=C(CN1c2cccc3cccc(c23)S1(=O)=O)NCCc1ccc(F)cc1	i	1.5
Nc1ccc2c(c1)C(=O)c1ccc(Br)cc1-2	i	0.6
Cc1cc(Cl)ccc1-c1nc(NC(C)C)nc2ccsc12	i	1.1
CCN(CC(=O)Nc1c(F)cccc1F)C(=O)Cc1cccs1	i	0.4
O=S1(=O)CC(N2CC=CC2)CN1Cc1cn(Cc2cccc(C(F)(F)F)c2)nn1 (stereo not given)	i	0.7
COc1ccc(C(C)(O)c2nc(-c3csc4ccccc34)cs2)cc1 (stereo not given)	i	1.3
CCNC(=O)C1(C)CCCN(C(=O)c2ccc3sccc3c2)C1 (stereo not given)	i	0.8
COc1cccc(C(=O)N2CCC2(C)C(=O)O)c1 (stereo not given)	i	1.2
CC(=O)Nc1ccc(C(=O)N2CCCC(c3cc(C(=O)NCc4cccnc4)no3)C2)cc1 (stereo not given)	i	1.0
CCOC(=O)c1ccccc1NC(=O)C1CC(=O)N(C2CCCC2)C1 (stereo not given)	i	0.3
COc1ccc(Cc2c(-c3ccc(Cl)cc3)nc3cc(C)c(Br)c(C)n23)c(C)c1	i	0.7
CC(C)Oc1cc(F)ccc1-c1cc(C(=O)Nc2ccccc2)[nH]n1	i	1.7
Cc1cc(NC(=O)c2ccc3sc([C@@H]4O[C@H](CO)[C@H](O)[C@H](O)[C@H]4O)nc3c2)no1	i	0.3
Cc1cc(C(O)c2ncc(-c3cccc(F)c3)[nH]2)ccc1F (stereo not given)	i	0.8
CN(C(=O)c1cccc(NC(=O)Cc2ccc(NC(=O)C3CCCN(C(=O)C4CC4)C3)cc2)c1)C1CCC1 (stereo not given)	i	0.7
COc1cc(OC)cc(-c2c(-c3cccs3)c3cc(-c4cnc(N)nc4)ccc3n2C)c1	i	1.0
ON=C1c2ccccc2-c2ccc(Br)cc21	i	1.1

Going on with the list:
molecule	Myeloid diff MLP	Myeloid diff MLP GFP+ MAC1+ %
CCCNC(=O)C1(C)CCCN(Cc2cc3ccccc3o2)C1 (stereo not given)	i	0.7
CC(C)(C)c1ccc(C(=O)NCCC(=O)Nc2ccc(S(=O)(=O)Nc3nccs3)cc2)cc1	i	0.8
CCCNC(=O)C1(C)CCN(Cc2ccc(-c3ccccc3)o2)C1 (stereo not given)	i	0.6
CC12CCC(O)CC1=CCC1C2CCC2(C)c3[nH]ncc3CC12 (stereo not given)	i	0.9
COc1ccc(CN2C(=O)C(CC(=O)NCCc3ccccn3)CC(C(=O)N3CCOCC3)=C2C)cc1 (stereo not given)	i	0.5
Cc1ccc(CN2C(=O)CN(S(C)(=O)=O)CC2(C)C(=O)NC(C)C)cc1 (stereo not given)	i	2.6
O=C(CSc1nc(=O)n(CCN2CCOCC2)c2c1CCCC2)Nc1ccccc1Cl	i	0.4
COCCNc1nc(Nc2ccc(C)cc2C)c2sccc2n1	?	.
OC(c1ccc(Cl)c(F)c1)c1ncc(-c2cccc(C(F)(F)F)c2)[nH]1 (stereo not given)	i	1.4
Cc1nc2c(OCc3ccc(Cl)cc3)cccn2c1N(C)C(=O)CCC1CCCC1	i	0.2
CCCCNC(=O)C1(C)CCN1C(=O)c1ccncc1 (stereo not given)	i	1.3
COc1ccc(CN2C(=O)CCC2(C)c2nnnn2-c2ccc3c(c2)OCCO3)cc1OC (stereo not given)	i	1.6
C=CC[C@H](CC(=O)N[C@H](CO)Cc1ccccc1)C(=O)N[C@H](COC(=O)[C@@H](CC=C)Cc1ccc(F)cc1)Cc1c[nH]c2ccccc12	i	1.0
O=C(CSc1ncccn1)NC1CCCC1	i	0.3
NC(=S)NN=C1CCCCCCCC1	i	1.5
COc1ccc(CN2CCC[C@]3(N[C@H](c4ccccc4)[C@@H]4C(=O)N(Cc5ccccc5)C(=O)[C@@H]43)C2=O)cc1	i	3.0
Cc1cn(C2CCCCC2)c(=O)[nH]c1=O	i	1.7
CC1(C)SC2C(C(=O)O)N=C(Cc3ccccc3)N2C1C(=O)O (stereo not given)	i	0.9
COc1ccc(CCN2C(=O)COc3ccccc3C2C(=O)Nc2c(C)cccc2C)cc1OC (stereo not given)	i	1.1
CC[C@@]1(C(=O)OC)N[C@H](CN(C)C(=O)Nc2ccc(C(F)(F)F)cc2)[C@@H]2C(=O)N(C)C(=O)[C@@H]21	i	1.0
CC(=NNC(=O)CCC(=O)Nc1ccccc1Cl)c1ccco1	i	0.4
O=C(NCC1CCCN1S(=O)(=O)c1cccs1)C(=O)Nc1ccccc1F (stereo not given)	i	0.5
CCN(C[C@H]1N[C@@](CC)(C(=O)OC)[C@H]2C(=O)N(Cc3ccccc3)C(=O)[C@@H]12)C(=O)Nc1ccc(Cl)cc1	i	1.5
COc1ccc(NC(=O)N(C)C[C@H]2OCc3cnnn3CCCC(=O)N([C@H](C)CO)C[C@@H]2C)cc1	i	2.4
CC(=O)NC(c1ccccc1)c1nc(-c2cnc3ccccc3c2)cs1 (stereo not given)	i	1.4
COc1ccc(-c2nc3ccc(C)cn3c2Cc2ccccc2)cc1OC	i	0.5
O=Cc1ccc(OCC(=O)N2CCc3ccccc32)c(Br)c1	i	0.7
CCCCNC(=O)C(NC(=O)c1ccc(=O)[nH]c1)C(=O)c1ccccc1 (stereo not given)	i	0.4
CN1CCN(c2ncnc3c2ncn3[C@H]2CN(Cc3ccc(C(=O)O)cc3)C[C@@H](CO)O2)CC1	i	0.7
c1cn2c(-c3ccc(N4CCOCC4)cc3)cncc2n1	i	1.3
CCOc1ccccc1C(=O)NCCN1CCC(n2c(=O)[nH]c3ccccc32)CC1	i	1.5
CCOc1ccc(-c2cc(C(=O)NCc3cc(OC)cc(OC)c3)[nH]n2)c(C)c1	i	1.7
O=C(O)C1=C(C(=O)O)C2CCC1C2	i	0.6
Cc1ccc(NC(=O)c2ncn(CCCNCCCN(C)C)n2)cc1C	i	1.5
COc1ccc(OC)c(NC(=O)COc2cc(O)c3c(c2)OC(C)(C)CC3=O)c1	i	0.6
O=C(CCS(=O)(=O)c1ccccc1Cl)NC1CCCCCC1	i	0.1
COc1cc(-c2cnc3c(NC=O)cc(-c4cccc(NC(C)=O)c4)cn23)cc(OC)c1OC	?	.
COCCc1ccc(OC2(C)CCN(Cc3cccc(OCOC)c3)C2)cc1 (stereo not given)	i	1.8
CCC1(C)CC(C#N)(C#N)C(=O)NC1=O (stereo not given)	i	1.2
CCSc1nc2nccnc2c(=O)[nH]1	i	0.8
O=C1NC2CCCCC2C(=O)N1OS(=O)(=O)c1ccccc1 (stereo not given)	i	0.8
CCN(CC(=O)Nc1ccc2c(c1)OCCO2)C(=O)c1ccc(CS(C)(=O)=O)cc1	i	0.4
CCOC(=O)[C@]12CCCC=C1N(Cc1cccc3ccccc13)C(=O)[C@H](CC(=O)N1CCOCC1)C2	i	0.5
COc1ccc2c(c1)OC[C@H]1[C@H]2N2C(=O)CN(Cc3ccccc3)C(=O)[C@@]2(C)[C@H]1c1ccccc1	i	0.8
C[C@@H]1CN([C@@H](C)CO)C(=O)c2cc(Br)cnc2O[C@H]1CN(C)C(=O)c1cccc(F)c1	i	1.0
C=CCC[C@@H](Cc1ccc(F)cc1)C(=O)OC[C@H](C)NC(=O)[C@@H](CC=C)CC(=O)N(CCO)Cc1ccccc1	i	2.2
C#CCN(C[C@@H]1[C@@H](OC(=O)NCc2ccco2)[C@@H](OC(=O)NCc2ccco2)CN(C(=O)OC(C)C)N1C(=O)OC(C)C)S(=O)(=O)c1ccc(C)cc1	i	0.8
CCN(C(=O)COC(=O)c1ccc2[nH]c(C)c(C)c2c1)c1c(N)n(Cc2ccccc2)c(=O)[nH]c1=O	i	0.2
COCc1cccc(-c2csc(C(C)(O)c3cccc(OC)c3)n2)c1 (stereo not given)	i	1.2
O=C1C=CC(=O)N1c1ccc2c(c1)Cc1cc(F)ccc1-2	i	0.5

Next section
molecule	Myeloid diff MLP	Myeloid diff MLP GFP+ MAC1+ %
Cn1c(=O)c2cc(NC(=S)NC3CCCCC3)ccc2n1Cc1cccc(C(F)(F)F)c1	i	0.8
COC(=O)/C=C1\OCc2cc(C)ccc21	i	3.1
OCCCCCCNc1ccc(CCO)cc1	i	0.5
CC(=O)c1cccc(NC(=O)C(C)OC(=O)/C=C/c2cccs2)c1 (stereo not given)	i	0.5
CC1(C(=O)Nc2ccc3c(c2)OCCO3)CCN1C(=O)Cc1ccc(-c2ccccc2)cc1 (stereo not given)	i	1.1
Clc1ccccc1Nc1nc(NCc2ccccc2)nc2ccsc12	i	1.9
